Source: PubChem BioAssay (National Center for Advancing Translational Sciences (NCATS))
GLS inhibitor: glutaminase GLS (human) inhibition | GLS enzymatic activity, qHTS titration | Potency, µM (doses to about 45.5 µM), inactives show top-dose activity change, negative = inhibition, hits mostly inhibitors | 0.21% of 410,000 active | AID 624170; active = well fitted inhibition curve with a large enough effect; inconclusive = small, poorly fitted or top-dose-only effect, or another doubt; inactive = no such curve, though single readings can be large or run the other way; also: potency is read from the fitted curve at half-maximal effect
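hKGA; 45 mM KH2PO4 pH 8.2 + 0.02% Tween-20; cpd via pin tool; 1 mM Gln soln; GluOx/HRP/Amplex Red; RT 30 min; fluor. t0 & final.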
PI4K2A inh: PI4K2A (human) kinase inhibition. Q9BTU6. purified PI4K2A, ADP-Glo luminescence, 1 h; active compounds read low. activity change, negative = inhibition, % at 76.9 µM. 0.13% of 420,000 active; in the data active = activity change below about -50%; inconclusive = mostly about -30% to -49%;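 also: -100% = wells without enzyme as full effect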
Target sequence (Q9BTU6 whole entry, looked up): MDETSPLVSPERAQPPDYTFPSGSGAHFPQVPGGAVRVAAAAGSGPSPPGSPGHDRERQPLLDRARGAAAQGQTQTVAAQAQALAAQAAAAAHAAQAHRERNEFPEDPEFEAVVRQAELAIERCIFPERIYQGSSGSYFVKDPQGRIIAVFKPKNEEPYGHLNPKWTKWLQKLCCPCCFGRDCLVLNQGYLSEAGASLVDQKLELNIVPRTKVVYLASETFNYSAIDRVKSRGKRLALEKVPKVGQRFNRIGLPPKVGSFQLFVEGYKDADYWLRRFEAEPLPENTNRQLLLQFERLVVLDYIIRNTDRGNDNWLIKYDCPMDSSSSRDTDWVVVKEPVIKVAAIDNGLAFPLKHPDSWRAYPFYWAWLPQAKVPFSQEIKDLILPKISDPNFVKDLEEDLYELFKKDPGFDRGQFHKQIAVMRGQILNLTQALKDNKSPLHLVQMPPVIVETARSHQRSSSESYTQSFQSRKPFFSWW
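In this quantitative HTS, ADP production by PI4K2A was quantified luminescently after 1 h at ambient temperature; 100 microM adenosine served as plate-quality control.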
Numbers without * were called inactive; u = inconclusive; & = joins results of further samples; [ ] = dose if it differs, or a comment. Unless noted, % is scaled to controls: 0 for no effect and ±100 for the full control effect. Not all compounds are listed, so the mix of outcomes need not match the whole.

mol | GLS inhibitor | PI4K2A inh
Cc1ccc(CNC(=S)Nc2ccc3c(c2)c(=O)n(C)n3Cc2cccc(C(F)(F)F)c2)cc1 | 8% | 2
COc1ccc(C(=O)N2CCC2(C)C(=O)NC(C)C)cc1OC (stereo unspecified) | 1% | -2
Cc1ccc(-c2ccc(CN3C(C)C(=O)N(Cc4cn(Cc5ccco5)nn4)CCS3(=O)=O)cc2)c(C)c1 (stereo unspecified) | 1% | -4
CC(=O)Nc1ccc(OCCCN2CCC(C(O)(c3ccccc3)c3ccccc3)CC2)cc1 | -6% | 2
O=C(c1cccc(-c2cccc3nccn23)c1)N1CCOCC1 | -15% | -1
COc1ccc(Cc2c(-c3ccco3)nc3ccc(Br)cn23)c(C)c1 | u | u
O=S1(=O)C[C@@H](N2CCN(c3ccccc3)CC2)[C@H](COCc2ccccc2)N1 | 11% | 1
CCC(CC)C(=O)N(C)c1c(C)nc2c(OCc3ccc(F)c(F)c3)cccn12 | 3% | 1
CC1(C(=O)Nc2cccc3cccnc23)CCN1Cc1cccc2c1OCO2 (stereo unspecified) | 7% | -4
FC(F)(F)c1cc(Cl)c2nc(-c3cccc(Cl)c3)c(Cc3cccc(Cl)c3)n2c1 | 1% | -5
COc1cccc(CC(=O)Nc2ccc3c(c2)c(=O)n(C)n3-c2ccc(C(C)(C)C)cc2)c1 | 4% | -1
Cc1ccc(F)c(S(=O)(=O)NC(=O)C2(C)CCN2C(=O)Cc2ccccc2)c1 (stereo unspecified) | 5% | -1
COc1cc2oc(=O)cc(CN3CCN(c4ccc(Cl)c(Cl)c4)CC3)c2cc1Cl | -18% | -2
O=C(Nc1cccc2ccccc12)c1[nH]c(-c2ccccc2)c2c1C(=O)N(C1CC1)C2=O | -6% | 1
COCCNC(=O)C1CCCN(C(=O)c2ccc(SC(F)(F)F)cc2)CC1 (stereo unspecified) | 4% | -3
CCOC1=C2[C@@H](CN(S(=O)(=O)c3ccc(C)cc3)[C@H]2c2ccccc2Cl)[C@H]2C(=O)N(Cc3ccccc3)C(=O)[C@H]2C1 | 7% | -3
COc1cccc(-c2cnc3c(NC(C)=O)cc(-c4ccc(OC)c(OC)c4)cn23)c1 | 4% | -9
COc1cccc(CNc2nc3cc(-c4ccccc4C)sc3c(=O)n2C)c1OC | 4% | -6
Cc1ccc(Cc2c(-c3cccc(Cl)c3)nc3cc(C)c(Br)c(C)n23)cc1 | -1% | -10
CC(=O)NC(c1ccccc1)c1nc(-c2ccc(Cl)cc2)cs1 (stereo unspecified) | -3% | -1
COc1ccccc1-c1cnc(C(O)c2ccc(CN3CCCCC3)cc2)[nH]1 (stereo unspecified) | 0% | -4
CC1(C(=O)NS(=O)(=O)c2cccc(F)c2)CCN1C(=O)c1cccc2ccccc12 (stereo unspecified) | 18% | -9
O=c1[nH]c2cc3ccccc3cc2nc1-c1nnnn1Cc1ccccc1 | -5% | 2
COc1ccc(N2CCN(C(=O)Oc3ccc([N+](=O)[O-])cc3)CC2)cc1 | 35%[activator] | -1
COc1ccc(F)cc1-c1cc(NC(C)=O)c2ncc(-c3cc(OC)c(OC)c(OC)c3)n2c1 | -12% | 5
O=C(Nc1cccc2c1CCCC2)c1cc(C2CCCCN2C(=O)CCCc2ccccc2)on1 (stereo unspecified) | -10% | 3
Cc1ccc(P(=O)(c2ccc(C)cc2)[C@@H](NC(c2ccccc2)c2ccccc2)c2ccccc2)cc1 | 1% | 2
CCCC(=O)N1CCCC1(C)C(=O)NCc1c(F)ccc(C)c1F (stereo unspecified) | 4% | 7
O=C(Nc1cccc(S(=O)(=O)C(F)(F)F)c1)[C@@H]1O[C@H](CO)[C@@H](O)[C@H]1O | 5% | -3
CCCCn1nnnc1C(c1ccccc1)N1CCN(c2c(Cl)cncc2Cl)CC1 (stereo unspecified) | 1% | -2

The listing continues:
mol | GLS inhibitor | PI4K2A inh
CCOC(=O)C1(C)CCCCN1C(=O)c1cccnc1 (stereo unspecified) | -3% | 3
CN1CCN(c2ccc3c(c2)OC[C@H](Cc2ccccc2)NS3(=O)=O)CC1 | 12% | -2
O=C1NC[C@H](CCCCN2C[C@H](Cc3ccc(O)cc3)N(CC3CCCCC3)C(=O)C2=O)N(Cc2ccccc2)C1=O | -14% | 5
OC(c1ccccc1)c1nc(/C=C/c2ccc(C(F)(F)F)cc2)cs1 (stereo unspecified) | 2% | 4
COc1cc(-c2coc3c(C(=O)NC4CCCCC4)cccc23)ccc1O | 7% | -5
O=C(NCc1ccco1)c1ccc2sc([C@H]3C[C@H](O)[C@@H](CO)O3)nc2c1 | 2% | 2
CC(=O)NN=C(C)c1ccc(NC(=O)C2CC2)cc1 | 12% | 4
CC(C)C[C@H]1CN(CCCC[C@@H]2CNC(=O)C(=O)N2Cc2ccccc2)C(=O)C(=O)N1CCC1CCCCC1 | 0% | 5
OC(c1ccccc1)(c1ccccc1)C1CCN(CCCOc2ccc(F)cc2)CC1 | 16% | -2&-7
COC(=O)c1cccc(CN2C(=O)C(C)Sc3cc(Cl)ccc32)c1 (stereo unspecified) | 1% | -3
Cc1ccc(C(=O)Nc2nnc(COCCO)s2)cc1 | 10% | -8
O=C(Nc1ccc(OCCO)cc1)c1csc([C@@H]2O[C@H](CO)[C@H](O)[C@H](O)[C@H]2O)n1 | -10% | -3
CCOC(=O)C1CCCN(C(=O)c2cc(OC)ccc2Br)CC1 (stereo unspecified) | 1% | 5
CC(C)(C)S(=O)N1Cc2cc(C(=O)O)nc(-c3cccc(-c4cc5ccccc5o4)c3)c2[C@H]1CCO (stereo partly specified) | -10% | 0
COc1ccc(NC(=O)Nc2nnc([C@@H]3C[C@H](O)[C@@H](CO)O3)s2)cc1 | 3% | -1
C/C=C/c1cccc(-c2nc(C(=O)NC3Cc4ccccc4C3)cc3c2[C@@H](CCO)N(C(C)=O)C3)c1 | -4% | -6
Cc1ccc(Cn2cc(CN3CC(N4CCN(Cc5ccccc5F)CC4)CS3(=O)=O)nn2)cc1 (stereo unspecified) | 4% | 3
CCCNC(=O)C1(C)CCCN(Cc2cccc(C#N)c2)C1 (stereo unspecified) | 2% | 0
CCc1nc2ccc(C(=O)N3CCN(C(=O)c4ccco4)CC3)cn2c1N(C)C(=O)COc1ccccc1 | -19% | 0
O=C(Nc1ccccc1)c1cc(C2CCCCN2S(=O)(=O)c2ccccc2)on1 (stereo unspecified) | 1% | -5
COc1ccc(-c2cnc3c(NC=O)cc(-c4ccoc4)cn23)cc1OC | u | -18
Cn1nc(C(C)(C)C)cc1NC(=O)C1(C)CCN1C(=O)CCc1ccccc1 (stereo unspecified) | 3% | 0
COc1ccc(-c2cc3nc(NCc4ccc(NC(C)=O)cc4)n(C)c(=O)c3s2)cc1OC | 16% | 0
CN1NC(c2ccccc2)NN(C)C1=O | 36%[activator] | 1
O=C1NC[C@H](CCCCN2C[C@H](Cc3ccccc3)N(CC3CCCCC3)C(=O)C2=O)N(CCc2ccccc2)C1=O | 5% | 0
CC1(C(=O)NS(=O)(=O)c2ccccc2Cl)CCN1C(=O)c1ccco1 (stereo unspecified) | 12% | -9
CCc1nc2ccc(C(=O)Nc3ccc(C(N)=O)cc3)cn2c1N(CCC(C)C)CCN(C)C | 18% | 0
COc1ccc(NC(=O)[C@@H]2O[C@H](CO)[C@H](O)[C@H](O)[C@H]2O)cc1F | 5% | 0
CC(=O)Nc1ccc(NC(=O)c2csc([C@H]3C[C@H](O)[C@@H](CO)O3)n2)cc1 | 6% | 0
CCc1nc2ccc(C(=O)NCc3ccc(OC)cc3)cn2c1N(CC)CCN(C)C | 28% | 2

(list continues)
mol | GLS inhibitor | PI4K2A inh
COCCNc1nc(-c2ccccc2F)c2sc(-c3ccccc3)cc2n1 | 0% | 4
CC1(C(=O)Nc2cccnc2)Cc2c(-c3ccccc3)ccnc2O1 (stereo unspecified) | 5% | 1
CCNC(=O)C1(C)CCN(C(=O)c2ccc(-c3ccccc3)cc2)C1 (stereo unspecified) | -1% | 2
CC1(C(=O)Nc2cnc3ccccc3c2)CCN1CCOc1ccccc1 (stereo unspecified) | 0% | -3
COCCNc1ncnc2c1ncn2[C@H]1CN(Cc2cccs2)C[C@@H](CO)O1 | -9% | -2
c1ccc(Cn2c(Cn3c(-c4cnccn4)nc4ccccc43)nc3ccccc32)cc1 | -15% | 0
CCCCN(C=O)c1c(CC)nc2ccc(C(=O)Nc3cc(-c4ccccc4)ccc3OC)cn12 | 3% | 1
CCCCc1c(-c2cccc(OC)c2)ncn1CCc1ccccc1OC | 8% | -9
COc1cccc(-c2cnc3c(NC(C)=O)cc(-c4cc(OC)c(OC)c(OC)c4)cn23)c1 | -1% | -5
OC(c1ccc(Cl)c(F)c1)c1ncc(-c2cccc3ccccc23)[nH]1 (stereo unspecified) | -7% | 0
CCCCOCCOCCOCc1cc2c(cc1CCC)OCO2 | -5% | -2
OC[C@@H]1CN(Cc2ccccc2)C[C@H](n2cnc3c(N4CCOCC4)ncnc32)O1 | 3% | 4
Cn1cc(-c2coc3c(C(=O)NCc4cccs4)cccc23)cn1 | u | 1
CCC(=O)N1Cc2cc(C(=O)NCC(F)(F)F)nc(-c3cccc(-c4cncnc4)c3)c2[C@@H]1CCO | -22% | -10
Cc1ccccc1CN1C(=O)c2ccccc2C1c1nnnn1C(C)C (stereo unspecified) | 13% | -7
CN(C)c1ccc(-c2ccnc3c2CC(C)(C(=O)Nc2cccc(C(F)(F)F)c2)O3)cc1 (stereo unspecified) | 15% | -4
CC1(Cc2cc(Cl)ccc2C(F)(F)F)C(=O)Nc2ccc(-c3ccc(F)c(Cl)c3)cc21 (stereo unspecified) | 10% | -2
COc1ccccc1CNc1nc2cc(-c3ccccc3C)sc2c(=O)n1C | 0% | 1
CC1(C(=O)NCCc2ccccc2)Cc2c(-c3ccc(C(N)=O)cc3)ccnc2O1 (stereo unspecified) | -3% | -3
Cc1ccc(S(=O)(=O)N2CC3(O)CN(C(=O)OC(C)C)N(C(=O)OC(C)C)CC3(OC(=O)NC3CC3)C2)cc1 (stereo unspecified) | -28% | 4
CN1CCN(C2=Nc3cc(F)ccc3Cc3ccccc32)CC1 | 9% | -3
Cc1cc(O)ccc1-c1cc(C(=O)NCc2cc(C(F)(F)F)cc(C(F)(F)F)c2)[nH]n1 | 10% | -3
CCOC(=O)C1=CCN(S(=O)(=O)c2ccc(C)cc2)C1c1ccc(Br)cc1 (stereo unspecified) | -2% | 0
CCOc1ccc(Cl)cc1-c1cc(C(=O)Nc2ccc(OC)cc2OC)[nH]n1 | -7% | -1
CC(C)C[C@@H]1COc2cccc(N(C)CCO)c2S(=O)(=O)N1 | 11% | -1
CC(C)n1nnnc1C1c2ccccc2C(=O)N1CCCn1ccnc1 (stereo unspecified) | 0% | 7
CCCCn1nnnc1C1(C)CCC(=O)N1CCc1ccc(O)cc1 (stereo unspecified) | 5% | -8
COc1cc(Nc2ccn3nccc3n2)cc(OC)c1OC | 15% | 11
CCNC(=O)C1(C)CCCN(Cc2noc(-c3ccccc3OC)n2)C1 (stereo unspecified) | 4% | 2
Cc1[nH]c(=O)sc1C(=O)NCc1ccc([N+](=O)[O-])cc1 | -21% | -1

The list goes on.
mol | GLS inhibitor | PI4K2A inh
O=C(NCc1ccco1)C1Cc2c(-c3cccc(F)c3)ccnc2O1 (stereo unspecified) | -5% | -3
CCC(c1nc2ccccc2[nH]1)N(CCCn1ccnc1)C(=O)c1ccc(C(F)(F)F)cc1 (stereo unspecified) | -1% | 1
CCOC(=O)C1(C)CCCN(C(=O)c2cc(C)oc2C)C1 (stereo unspecified) | -2% | -2
CC(=O)Nc1ccc(CN(C)c2c(C)nc3ccc(C(=O)N4CCN(C(=O)c5ccco5)CC4)cn23)cc1 | 26% | 0
COc1ccc(CN2C(=O)C(CC(=O)NCCCN(C)C)CC(C(=O)N3CCOCC3)=C2C)cc1 (stereo unspecified) | -1% | 2
NC(=O)c1cccc(Nc2nc(C(N)C3CCCCC3)cs2)n1 (stereo unspecified) | 17% | -8
Cc1ccc(-c2csc(C(O)c3ccccc3)n2)cc1C (stereo unspecified) | -2% | 0

Sorted by heavy-atom count (lowest first): some entries from above.
mol | GLS inhibitor | PI4K2A inh
NC(=O)c1cccc(Nc2nc(C(N)C3CCCCC3)cs2)n1 (stereo unspecified) | 17% | -8
O=C(NCc1ccco1)C1Cc2c(-c3cccc(F)c3)ccnc2O1 (stereo unspecified) | -5% | -3
COc1ccc(CN2C(=O)C(CC(=O)NCCCN(C)C)CC(C(=O)N3CCOCC3)=C2C)cc1 (stereo unspecified) | -1% | 2

Laid out differently: results already given
> CCOC(=O)C1(C)CCCN(C(=O)c2cc(C)oc2C)C1 (stereo unspecified)
  GLS inhibitor: -2%
  PI4K2A inh: -2

> CC(=O)Nc1ccc(CN(C)c2c(C)nc3ccc(C(=O)N4CCN(C(=O)c5ccco5)CC4)cn23)cc1
  GLS inhibitor: 26%
  PI4K2A inh: 0

> COc1ccc(CN2C(=O)C(CC(=O)NCCCN(C)C)CC(C(=O)N3CCOCC3)=C2C)cc1 (stereo unspecified)
  GLS inhibitor: -1%
  PI4K2A inh: 2

> NC(=O)c1cccc(Nc2nc(C(N)C3CCCCC3)cs2)n1 (stereo unspecified)
  GLS inhibitor: 17%
  PI4K2A inh: -8
